High-throughput results from PubChem BioAssay.
ERa SRC1 pot = ER-alpha (human) coactivator binding potentiation; P03372; TR-FRET ERalpha-LBD/SRC-Cy5 coactivator binding, 2 h; 100 = basal binding, no effect; coactivator binding (% of control), % at 25.6 µM; hit rate 1.3% among 86,000; AID 639; in the data active = activity above about 200%;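 also: binding measured in presence of low estradiol as agonist stimulus; 0% = peptide alone without receptor and 100% = receptor with peptide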
Target sequence (P03372 whole entry, looked up, the tested form may be a part): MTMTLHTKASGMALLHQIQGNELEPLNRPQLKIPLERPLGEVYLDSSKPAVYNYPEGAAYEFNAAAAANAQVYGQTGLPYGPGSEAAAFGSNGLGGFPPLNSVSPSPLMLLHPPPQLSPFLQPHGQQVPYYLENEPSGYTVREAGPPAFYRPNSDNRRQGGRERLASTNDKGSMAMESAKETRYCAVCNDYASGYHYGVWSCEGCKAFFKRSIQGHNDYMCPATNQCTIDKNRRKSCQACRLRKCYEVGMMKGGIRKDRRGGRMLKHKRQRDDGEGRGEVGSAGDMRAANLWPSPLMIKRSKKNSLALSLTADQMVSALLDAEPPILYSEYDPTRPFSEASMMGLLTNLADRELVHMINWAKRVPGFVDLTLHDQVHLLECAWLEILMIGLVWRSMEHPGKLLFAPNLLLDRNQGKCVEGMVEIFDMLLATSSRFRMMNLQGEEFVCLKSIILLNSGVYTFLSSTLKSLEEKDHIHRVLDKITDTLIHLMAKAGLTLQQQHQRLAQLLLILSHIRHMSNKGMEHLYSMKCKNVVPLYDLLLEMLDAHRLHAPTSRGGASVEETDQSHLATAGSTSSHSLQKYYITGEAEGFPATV
ERa SRC1 inh = ER-alpha (human) coactivator binding inhibition; P03372; TR-FRET ER-alpha LBD / SRC-1 peptide, estradiol-bound; inhibition, % at 25.6 µM; hit rate 1.7% among 86,000; in the data active = inhibition above about 50%;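 also: 0% = receptor plus peptide control and 100% = peptide only without receptor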
Fibroblast inh = blocks proliferation of human lung fibroblasts | viability, % at 10 µM | LL 47 human lung fibroblast viability, ATP luminescence; hits give low values | hit rate 1.1% among 85,000 | AID 719;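 active = viability at or below 50% in the single dose screen; inactive = viability above 50%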;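 also: compound exposure lasted 72 h before the ATP readout; 100% = median luminescence of untreated cell-only wells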
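Assay system: human lung fibroblast line LL 47, low passage. Input: 1,150 fibroblasts seeded per well. Times: overnight cell rest, 72 h compound treatment at 37 °C. Evaluation: % viability of median cell-only signal. Technique: luminescent ATP detection, CellTiter-Glo. Control set: cell-only wells, no compound.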
Mac1 fbg inh = inhibitors of human CD11b/CD18 binding to fibrinogen; K562 CD11b/CD18 adhesion to fibrinogen, ATPlite luminescence; Mn2+ added to activate the integrin; inhibition, % at 10 µM; hit rate 0.54% among 93,000; AID 1497;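 active = primary inhibition of 50% or more at 10 µM, then 40% or more on retest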; also: some results filed as inactive read as strong as hits
CD11b adhes enh = enhancers of human CD11b/CD18 binding to fibrinogen | AID 1499 | hit rate 0.07% among 93,000 | P05107+P11215 | activation, % at 10 µM | K562 CD11b/CD18 adhesion to fibrinogen, ATPlite luminescence;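 active = 10 µM primary screen giving 50% or more activity, confirmed by 40% or more on retest at that dose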; also: strong numbers were not always called active
HUVEC inhibit = human endothelial cell proliferation inhibition. HUVEC proliferation, CellTiter-Glo luminescence, 72 h; hits give low values. viability, % at 10 µM (by protocol). hit rate 1.1% among 86,000;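 active = viability at or below 30%; inactive = viability above 30%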;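 also: 100% = median luminescence of DMSO-only cell control wells on each plate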
CYP2C19 inhib = human CYP2C19 inhibition. P33261. CYP2C19 Supersomes, luciferin-H EGE luminescence, 30 min. inhibition, % at 5 µM. hit rate 21% among 96,000. AID 778;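 active = CYP2C19 inhibition above a set limit at 5 µM in the primary screen, cut at about 50% in these data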;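 also: plate controls were negative control wells for no effect and 2.5 mM tranylcypromine positive control for full effect; values of inactives mirror those of a sister screen read the other way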
CYP2C19 act = increases human CYP2C19 enzyme activity; recombinant CYP2C19, luciferin-H EGE luminescence; hits give high values; 0 = fully inhibited enzyme, 1 = untreated enzyme; activation factor at 5 µM; 96,000 tested, under 10 active; AID 1025;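 active = activation factor of at least 2 at 5 µM in the primary screen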;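 also: 0 = wells with 2.5 mM tranylcypromine and 1 = vehicle-only wells; values of inactives mirror those of a sister screen read the other way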
H69AR growth 86K = growth inhibitors of human H69AR lung tumor cells. H69AR lung tumor viability, ATP luminescence, 72 h; hits give low values. viability, % at 10 µM. hit rate 6% among 85,000;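 active = viability at or below 40%; inactive = viability above 40%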;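 also: multidrug resistant small cell line overexpressing MRP-1 efflux transporter; 100% = mean luminescence of untreated control wells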
* = called active by the depositor; . = no result given; [ ] = another dose, or the depositor's remark.

The first five records, to show the layout:
SMILES	ERa SRC1 pot	ERa SRC1 inh	Fibroblast inh	Mac1 fbg inh	CD11b adhes enh	HUVEC inhibit	CYP2C19 inhib	CYP2C19 act	H69AR growth 86K
Cc1csc2nnc(N)n12	114	-6	95	-2	-3	90	-10	1.1	95
CCOc1ccc2nc(SCC(=O)N(C)C)[nH]c2c1	123[fluorescence artefact?]	3	110	-8	-1	101	19	0.8	95
COc1ccc(-c2cc(C(F)(F)F)nc(N3CCOCC3)n2)cc1	97	20	87	.	.	88	-9	1.1	81
O=S(=O)(Nc1ccncc1Cl)c1ccccc1	112	7	102	5	0	92	-9	1.1	97
CC(C)(C)Oc1ncc(Br)c(OC(C)(C)C)n1	124	-12	92	-5	-2	86	-12	1.1	94

Results, from the first entry:
SMILES	ERa SRC1 pot	ERa SRC1 inh	Fibroblast inh	Mac1 fbg inh	CD11b adhes enh	HUVEC inhibit	CYP2C19 inhib	CYP2C19 act	H69AR growth 86K
Cc1csc2nnc(N)n12	114	-6	95	-2	-3	90	-10	1.1	95
CCOc1ccc2nc(SCC(=O)N(C)C)[nH]c2c1	123[fluorescence artefact?]	3	110	-8	-1	101	19	0.8	95
COc1ccc(-c2cc(C(F)(F)F)nc(N3CCOCC3)n2)cc1	97	20	87	.	.	88	-9	1.1	81
O=S(=O)(Nc1ccncc1Cl)c1ccccc1	112	7	102	5	0	92	-9	1.1	97
CC(C)(C)Oc1ncc(Br)c(OC(C)(C)C)n1	124	-12	92	-5	-2	86	-12	1.1	94
COc1ccc(-c2cc(NCc3ccccn3)n3ncnc3n2)cc1	106	-3[fluorescence artefact?]	96	-10	-1	86	8	0.9	86
CC(C)Cc1nc2oc3c(N4CCN(C)CC4)ncnc3c2c2c1CCCC2	77	2	104	10	-2	94	4	1	84
CC(=O)NCCn1c(SCC(=O)OCc2ccccc2)nc2ccccc2c1=O	111	7[fluorescence artefact?]	105	13	0	96	86*	0.1	86
CCn1c(SCC(=O)Nc2cc(F)ccc2C)nnc1-c1ccccc1O	107[fluorescence artefact?]	2	104	1	-2	101	95*	0.1	94
COc1cccc(NC(=O)CSc2nc3n[nH]c(C)c3c(=N)n2-c2cccc(OC)c2)c1	132	10	96	.	.	74	88*	0.1	59
COc1ccc2c(c1)N(C(=O)CSc1n[nH]c(C)n1)C(C)(C)C=C2C	108	-4	99	4	-1	99	42	0.6	97
CCC(C)(NC(=O)c1cccc(N2C(=O)CSC2c2ccccc2)c1)C(=O)Nc1ccccc1C (stereo not drawn)	.	.	.	3	7	.	48	0.5	.
Cc1ccc(-c2n[nH]c(=O)c3ccccc23)cc1S(=O)(=O)N(C)CCO	78	4	102	0	-1	89	16	0.8	71
CCOc1cc(/C=N/NC(=O)Cn2nc([N+](=O)[O-])cc2C)ccc1OCc1ccc(F)cc1	20	11	81	.	.	42	32	0.7	84
COc1ccccc1NC(=O)C(C)NS(=O)(=O)c1ccccc1 (stereo not drawn)	115	6	95	-14	2	79	51*	0.5	104
CCc1cccc(NC(=O)Nc2cccs2)c1	96	12	96	-15	-3	94	28	0.7	92
O=C(c1cccnc1)N1CCC(c2nc3ccccc3[nH]2)CC1	104	-9	.	-4	-1	101	36	0.6	106
Cn1c(=O)n(C)c2cc(S(=O)(=O)Nc3ccccc3O)ccc21	74	25	111	-11	-8	96	83*	0.2	100
COc1ccc(N2CSC3=C(C#N)C(c4ccc(OC)c(OC)c4)CC(=O)N3C2)c(OC)c1 (stereo not drawn)	81	-6	94	8	0	85	-2	1	76
C=CCNC(=O)C1CC(c2cccc(OC)c2)=NO1 (stereo not drawn)	119[fluorescence artefact?]	-7	96	-23	-2	94	13	0.9	2.8*

Whole records, quoted from the list. Values in the order: ERa SRC1 pot, ERa SRC1 inh, Fibroblast inh, Mac1 fbg inh, CD11b adhes enh, HUVEC inhibit, CYP2C19 inhib, CYP2C19 act, H69AR growth 86K
`CC(=O)NCCn1c(SCC(=O)OCc2ccccc2)nc2ccccc2c1=O` is listed as 111, 7[fluorescence artefact?], 105, 13, 0, 96, 86*, 0.1, 86
`O=S(=O)(Nc1ccncc1Cl)c1ccccc1` is listed as 112, 7, 102, 5, 0, 92, -9, 1.1, 97

Next part.
SMILES	ERa SRC1 pot	ERa SRC1 inh	Fibroblast inh	Mac1 fbg inh	CD11b adhes enh	HUVEC inhibit	CYP2C19 inhib	CYP2C19 act	H69AR growth 86K
COc1ccc2sc(C)nc2c1NC(C)=O	104	5	101	4	0	94	18	0.8	90
CC(=O)/C(C[N+]1(C)CCCCC1)=N\O	119	-2	104	-21	-1	101	-10	1.1	97
O=C(Nc1ccccc1)N(C1=NCCCCS1)c1ccccc1	96	-10	104	-2	3	92	24	0.8	86
COCCN1Cc2cccc(C(=O)Nc3c(C)cc(C)cc3C)c2C1=O	103	-2	99	-5	0	88	21	0.8	79
Cc1cc(C)cc(-n2c(SCC(=O)NCc3ccco3)nc3ccccc3c2=O)c1	101	-3	91	5	-8	78	4	1	66
CN(C)S(=O)(=O)c1ccc2c(c1)C(CC(=O)O)NC2=O (stereo not drawn)	112	-12	106	-4	-1	96	8	0.9	102
O=C(c1cn(-c2ccccc2)nc1-c1ccccc1)N1CCOCC1	126	2	106	-3	-2	106	22	0.8	88
Cc1noc(C)c1S(=O)(=O)N1CCCC(C(=O)NCCC2=CCCCC2)C1 (stereo not drawn)	.	.	.	-13	0	.	8	0.9	.
O=c1/c(=C/c2cccc3ccccc23)sc2ncnn12	114	-4[fluorescence artefact?]	95	2	-1	85	3	1	78
CCN1C(=O)/C(=C/c2nc3ccccc3c(=O)n2-c2ccccc2)c2ccccc21	.	.	.	1	3	.	4	1	.
CC(NC(=O)Cn1ccsc1=N)C12CC3CC(CC(C3)C1)C2 (stereo not drawn)	90	-7	87	-14	0	92	22	0.8	79
O=C(c1cccs1)N(Cc1nc2sc3c(c2c(=O)[nH]1)CCCC3)C1CCCC1	94	7	94	18	4	68	37	0.6	86
CCC(CC)c1nnc(NC(=O)c2cccc(S(=O)(=O)N3CCc4ccccc43)c2)s1	93	5	90	.	.	71	28	0.7	53
CCCN1C(=O)S/C(=C\c2ccc(N3CCOCC3)cc2C)C1=O	.	.	.	0	-3	.	1	1	.
COc1cccc(CNC(=O)CCNS(=O)(=O)c2cccs2)c1	93[fluorescence artefact?]	-4[fluorescence artefact?]	102	-16	0	104	90*	0.1	109
COc1ccc(CNc2ccc(-c3ccc(OC)cc3)nn2)cc1	161[fluorescence artefact?]	-12	103	-16	0	101	0	1	83
Cc1ccccc1CSCCNC(=O)CN(c1ccc2c(c1)OCO2)S(C)(=O)=O	107	-25	99	-2	-2	103	64*	0.4	79
CCCC(O)(CCN(C)C)c1ccc(OC)cc1 (stereo not drawn)	92	-2	94	-9	0	93	2	1	95
COc1cccc2cc3c(=O)n(-c4ccccc4)nc-3oc12	6[fluorescence artefact?]	99*[fluorescence artefact?]	96	-5	-6	92	4	1	55
O=C(O)COCc1nc2ccccc2[nH]1	112[fluorescence artefact?]	-2	97	-4	3	97	3	1	95

Arranged by count of non-hydrogen atoms (high to low): some entries from above.
SMILES	ERa SRC1 pot	ERa SRC1 inh	Fibroblast inh	Mac1 fbg inh	CD11b adhes enh	HUVEC inhibit	CYP2C19 inhib	CYP2C19 act	H69AR growth 86K
COCCN1Cc2cccc(C(=O)Nc3c(C)cc(C)cc3C)c2C1=O	103	-2	99	-5	0	88	21	0.8	79
O=C(c1cn(-c2ccccc2)nc1-c1ccccc1)N1CCOCC1	126	2	106	-3	-2	106	22	0.8	88
CC(=O)/C(C[N+]1(C)CCCCC1)=N\O	119	-2	104	-21	-1	101	-10	1.1	97

New compounds follow.
SMILES	ERa SRC1 pot	ERa SRC1 inh	Fibroblast inh	Mac1 fbg inh	CD11b adhes enh	HUVEC inhibit	CYP2C19 inhib	CYP2C19 act	H69AR growth 86K
O=C(c1cnc2c(c1)COc1ccc(Cl)cc1-2)c1ccccc1O	131	45	102	.	.	83	.	.	96
Cc1sc2ncnc(N3CCOCC3)c2c1C	129	-3	105	-3	-3	90	24	0.8	106
Cc1nc2nc(-c3ccccc3)[nH]n2c(=O)c1Cc1ccccc1	110	1	105	-4	-2	92	5	1	89
O=C(N/N=C/c1cccs1)C1COc2ccccc2O1 (stereo not drawn)	101	-6	95	10	-2	69	82*	0.2	24*
COc1ccc(C2(C(=O)NC(C)C)CCCC2)cc1OC	105	-2	96	2	-5	105	16	0.8	82
O=c1c2ccccc2c(C=NCCO)c(O)n1-c1ccccc1	107	-1	97	-1	1	88	-2	1	.
Cc1ccc(OCCSc2ncnc3nc[nH]c23)cc1	104	10[fluorescence artefact?]	103	12	1	88	73*	0.3	92
COc1cc(C(=O)N(Cc2ccc(F)cc2)C2CCS(=O)(=O)C2)cc(OC)c1OC (stereo not drawn)	109	-3	98	-5	-3	90	-5	1	79
COc1ccc(C(=O)CSc2nnc(-c3ccc(C)cc3)o2)cc1	99[fluorescence artefact?]	51*[fluorescence artefact?]	94	-28	28	81	44	0.6	102
Cc1cc(C(=O)CSc2nncs2)c(C)n1-c1c(C)n(C)n(-c2ccccc2)c1=O	116	-9	85	31	4	87	22	0.8	89
C=CCNc1nc(-c2ccc(O)c(C(N)=O)c2)cs1	86[fluorescence artefact?]	1[fluorescence artefact?]	107	-1	-1	115	75*	0.3	107
COc1ccc(NS(=O)(=O)c2cc(C)ccc2C)cc1	94	0	78	-7	2	62	82*	0.2	13*
Cn1cccc1Cc1nnc(SCC(=O)NCC2CCCO2)n1CCc1ccccc1 (stereo not drawn)	103	-3	96	26	-5	95	-9	1.1	98
Cc1ccc2[nH]c(=O)c(CN(CCCN3CCOCC3)C(=O)Nc3cccc(Cl)c3)cc2c1	105	4	64	.	.	8.5*	.	.	20*
COc1ccccc1NC(=O)CN(C)S(=O)(=O)c1ccc(F)cc1	103	-24	97	7	-2	96	56*	0.4	91
Cc1cccn2c(=O)c3cc(C(=O)NCCCN4CCOCC4)n(C)c3nc12	106	0	103	-2	-3	98	28	0.7	89
COc1cc(C)c(Cl)cc1S(=O)(=O)n1cnc2ccccc21	87	1	93	1	-2	87	42	0.6	40*
COc1ccc(C2CC(c3ccc(OC)cc3)n3nc(NC(=O)c4cccs4)nc3N2)cc1 (stereo not drawn)	93	-3	102	-5	-5	98	5	1	110
COc1cccc(CNC(=O)C2=C(C)C(=O)OC23CCC(C)CC3)c1 (stereo not drawn)	.	.	.	-2	1	.	91*	0.1	.
c1cnc(Nc2nc(-c3ccc4ccccc4c3)cs2)nc1	.	.	.	6	4	.	-3	1	.
O=C(CSc1nc2ccccc2s1)N1CCCCC1	85	3	114	-7	2	104	84*	0.2	76
